JMJD2A Tudor inh: inhibitors of human JMJD2A Tudor domain | O75164 | AlphaScreen JMJD2A-Tudor / H3K4me3 peptide binding | Potency, µM (top dose mostly 114 µM), inactives show at the highest dose activity change, negative = inhibition, actives largely listed as inhibitors | hit rate 4.4% among 390,000 | AID 504339; further: on the % scale 0 is the no-effect control and ±100 the full control effect; nearly all actives have a fitted effect of over 50% in size
Target sequence (O75164 whole entry, looked up, the tested form may be a part): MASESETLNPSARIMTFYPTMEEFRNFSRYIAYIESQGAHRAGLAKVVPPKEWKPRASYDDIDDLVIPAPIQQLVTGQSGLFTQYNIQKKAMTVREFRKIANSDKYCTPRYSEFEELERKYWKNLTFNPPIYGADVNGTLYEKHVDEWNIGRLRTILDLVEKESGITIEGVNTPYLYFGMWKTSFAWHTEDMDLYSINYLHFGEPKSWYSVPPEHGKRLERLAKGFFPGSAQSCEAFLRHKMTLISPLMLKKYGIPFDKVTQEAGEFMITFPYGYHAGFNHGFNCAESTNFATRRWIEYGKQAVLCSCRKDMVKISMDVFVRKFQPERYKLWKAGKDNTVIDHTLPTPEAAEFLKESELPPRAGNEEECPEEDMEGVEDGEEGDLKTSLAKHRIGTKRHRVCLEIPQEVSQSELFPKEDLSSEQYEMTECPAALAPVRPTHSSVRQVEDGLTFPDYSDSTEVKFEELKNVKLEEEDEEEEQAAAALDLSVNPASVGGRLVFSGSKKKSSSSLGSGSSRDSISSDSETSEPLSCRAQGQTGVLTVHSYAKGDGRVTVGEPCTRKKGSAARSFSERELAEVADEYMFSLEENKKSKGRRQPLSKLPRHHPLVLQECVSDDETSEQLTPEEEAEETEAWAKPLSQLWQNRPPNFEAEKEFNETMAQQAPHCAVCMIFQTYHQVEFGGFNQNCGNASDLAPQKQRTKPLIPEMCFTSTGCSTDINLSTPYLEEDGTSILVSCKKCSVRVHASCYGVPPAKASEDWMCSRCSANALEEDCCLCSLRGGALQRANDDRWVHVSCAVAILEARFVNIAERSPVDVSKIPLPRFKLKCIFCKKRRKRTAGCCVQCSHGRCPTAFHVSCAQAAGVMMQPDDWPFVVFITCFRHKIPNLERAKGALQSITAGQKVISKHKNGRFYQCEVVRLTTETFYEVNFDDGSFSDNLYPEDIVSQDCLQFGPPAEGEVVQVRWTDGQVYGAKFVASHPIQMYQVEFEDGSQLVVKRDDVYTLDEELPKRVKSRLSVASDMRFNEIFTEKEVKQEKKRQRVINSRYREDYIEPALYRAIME
RGS4 inhibitor: inhibitors of human regulator of G protein signaling 4. Potency, µM (series often up to 114 µM), inactives show top-dose activity change, negative = inhibition, hits mostly inhibitors. hit rate 0.039% among 390,000. AID 504845. Transcreener GDP fluorescence polarization, RGS4-accelerated GTP hydrolysis. P49798; further: on the % scale 0 is the no-effect control and ±100 the full control effect; nearly all actives have a fitted effect of over 75% in size; some results filed as inactive show a strong effect at the top dose
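MLSMR compounds (23 nl, pin-transferred) preincubated 10 min at room temperature with a 500nM (2x) first reagent, then RGS4 at 900nM (2x) plus Transcreener GDP mix added; fluorescence polarization (620/688 nm) read before and after 90 min at 30 °C.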
rTrxR1 inhibitor: inhibitors of rat thioredoxin reductase 1 | O89049 | recombinant rTrxR1, NADPH fluorescence consumption, selenite substrate | Potency, µM (titrated, usually from 114 µM), without a hit: at the highest dose activity change, negative = inhibition, hits mostly inhibitors | hit rate 1% among 390,000 | AID 588453; further: on the % scale 0 is the no-effect control and ±100 the full control effect; nearly all actives have a fitted effect of over 65% in size
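Rat TrxR1 (90 nM in the dispensed reagent) was pre-reduced with 400 uM NADPH for 5 min at room temperature, then incubated with compound for 15 min. After 400 uM selenite was added, NADPH fluorescence (Ex 340/Em 450 nm) was followed for 8 min.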
ERG-DNA inh: ERG Ets/DNA interaction inhibition. hit rate 0.028% among 370,000. Potency, µM (top dose mostly 76.9 µM), for inactives: top-dose FP activity, negative = inhibition, most hits filed as inhibitors. fluorescence polarization, His-ERG Ets domain / labelled DNA. P11308; active means well fitted inhibition curve with a large enough effect in the polarisation, with a control signal flat; inconclusive means small, poorly fitted or top-dose-only effect, or effect the other way, or a change in a side signal; inactive means no such curve, though single readings can be large or run the other way; the % refers to the polarisation;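 further: polarization taken with two DNA probes labelled with fluorescein and Texas red; % of control where 0% means no effect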
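His-tagged ERG Ets domain (1 uM in the protein solution; 300mM KCl, 50mM Tris-HCl, 1mM EDTA, 1mM DTT, pH 7.5) received compound, then a probe mix of 5 nM fluorescein-DNA and 100nM Texas-615-DNA. Fluorescence polarization was read for both dyes.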
Tb PGK inh: inhibitors of T. brucei phosphoglycerate kinase; P07378; PGK/GAPDH coupled, Kinase-Glo luminescence, 60 min; Potency, µM (titrated, usually from 57.5 µM), for the others: at the highest dose activity change, negative = inhibition, hits mostly inhibitors; hit rate 0.043% among 380,000; AID 602233; further: on the % scale 0 is the no-effect control and ±100 the full control effect; nearly all actives have a fitted effect of over 60% in size
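Recombinant glycosomal PGK reaction used 1,3-bisphosphoglycerate generated in-well by GAPDH (100nM final) in 100mM TEA pH 7.6, 5mM MgCl2, 0.01% Tween-20. After 60 minutes at room temperature, ATP was read by Kinase-Glo Plus luminescence end-point.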
HP1b binding inh: HP1-beta chromodomain-methylated histone interaction inhibition. P83916. AlphaScreen HP1-beta / biotin-H3K9me3 peptide binding. Potency, µM (doses to about 114 µM), for the others: at the highest dose activity change, negative = inhibition, actives largely listed as inhibitors. hit rate 0.56% among 390,000. AID 540317; further: nearly all actives have a fitted effect of over 70% in size; inactives centre near 23
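HP1-beta protein (50 nM final) preincubated 30 min at room temperature with biotinylated H3(1-18)K9me3 peptide (50 nM) in PBS pH 7.4, 0.01% Tween-20, then compound added for 30 min. AlphaScreen streptavidin donor/nickel chelate acceptor beads (10 ug/mL final), 30 min dark, luminescence read.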
12-LOX inh: inhibitors of human 12S-lipoxygenase ALOX12; P18054; purified 12hLO, xylenol orange hydroperoxide absorbance; Potency, µM (doses to about 108 µM), for inactives: top-dose activity change, negative = inhibition, most hits filed as inhibitors; hit rate 1.1% among 580,000; AID 1671190; further: on the % scale 0 is the no-effect control and ±100 the full control effect
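Purified human 12hLO (150 nM final) in 25 mM Hepes, 0.01% Triton X-100, pH 7.0 was preincubated 15 min at room temperature with compound. Then 40 uM arachidonic acid was added, 30 min. Hydroperoxide was read by Fe-XO absorbance ratio 573/405 nm.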
Pin1 inh: blocks the human prolyl isomerase Pin1; Pin1 FP peptide displacement, HiFluor488, 10 min; Potency, µM (titrated, usually from 115 µM), inactives show at the highest dose activity, negative = inhibition, usual class: inhibitors; Q13526; hit rate 0.009% among 390,000; active means well fitted inhibition curve with a large enough effect in the polarisation, with a control signal flat, not every such curve was filed as active; inconclusive means small, poorly fitted or top-dose-only effect, or effect the other way, or a change in a side signal; inactive means no such curve, though single readings can be large or run the other way; the % refers to the polarisation; further: on the % scale 0 is the no-effect control and ±100 the full control effect
GLS inhibitor: blocks human kidney-isoform glutaminase activity; Potency, µM (highest dose often 45.5 µM), inactives show at the highest dose activity change, negative = inhibition, most hits filed as inhibitors; GLS enzymatic activity, qHTS titration; O94925; hit rate 0.21% among 410,000; further: on the % scale 0 is the no-effect control and ±100 the full control effect
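Human kidney-isoform GLS in 45 mM KH2PO4 pH 8.2, 0.02% Tween-20, with compound, started with 1mM L-Glutamine (added stock). Glutamate oxidase/HRP/Amplex red coupled fluorescence read at start and after 30 min at RT.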
Numbers without * were called inactive; i = inactive; u = inconclusive; x = not tested or not shown; & = joins results of further samples; [ ] = dose if it differs, or a comment. Unless noted, the call rests on the fitted dose curve; in most records, active means well fitted curve in the direction sought with a large enough effect; inconclusive means small, poorly fitted or top-dose-only effect, or another doubt; inactive means no such curve, though single readings can be large; an effect the other way counts as inactive or inconclusive. Potency means the concentration at half of the fitted maximal effect.

SMILES	JMJD2A Tudor inh	RGS4 inhibitor	rTrxR1 inhibitor	ERG-DNA inh	Tb PGK inh	HP1b binding inh	12-LOX inh	Pin1 inh	GLS inhibitor
Brc1ccc(-c2nnc(-c3ccco3)o2)cc1	-14%	-1%	-23%	-1%	-4%	8%	0%	7%	4%
CSc1ccc(C2Nc3cccc4cccc(c34)N2)cc1	18µM*	u	u	-1%	-2%	18µM*	u	-5%	21%
CCc1c(C)sc(NC(=O)c2cc(CC(C)C)on2)c1C#N	6%	-51%	10%[57.1 µM]	6%	-7%	19%	9%	5%	5%
Cc1nn(C(=O)c2c([N+](=O)[O-])cnn2C)c(C)c1Cl	-10%	-20%	4%	-4%	i	27%	-1%	-7%	-1%
Cc1cccc(NC(=O)CS(=O)(=O)c2cn(C)c3ccccc23)c1C	-2%	-18%	-8%[57.1 µM]	4%	-5%	28%	0%	11%	-1%
CCCCNC(=O)Cc1cc(=O)[nH]c(=O)[nH]1	-10%	13%	-14%[57.1 µM]	-1%	-4%	40%[activator]	28%[57.4 µM]	-6%	1%
Cn1nnc2cc(C(=O)NCCC3=CCCCC3)ccc21	13%	11%	-8%	7%	6%	28%	0%	-2%	10%
CCOC(=O)c1[nH]c(C)c(C(=O)Nc2cccc(Cl)c2C)c1C	-12%	5%	0%	-3%	0%	28%	-3%&-3%	5%	-7%
COc1ccc(CCNc2ccc(C(CC(N)=O)NC(=O)c3cc(C)cc(C)c3)cc2[N+](=O)[O-])cc1 (stereo unspecified)	u	u	7%	1%	10%	-10%	-1%	0%	1%
CCCCCc1ccc(-c2cn(Cc3cccc(OC)c3)nn2)cc1	63%[activator]	-19%	15%&10%	3%	-9%	219%[activator]	21%	8%	0%
Cn1c(=O)c2c(nc(NNC(=O)C(F)(F)F)n2C)n(C)c1=O	u	u	18%	-5%	i	37%	u	0%	1%
CC(=O)Nc1ccc(NC(=O)Nc2sc3nc4n(c(=O)c3c2C)CCC(C)CC4)cc1 (stereo unspecified)	-25%	-15%	8%	-2%	i	11%	u	69%[activator]	0%
O=C(OCC(=O)N1CCOCC1)c1cccc(F)c1	8%	-17%	4%	-13%	i	26%	5%	1%	-12%
O=C(COc1ccc(Br)cc1CNCCc1ccccc1)NCc1ccccc1	u	-22%[56.9 µM]	9%	-4%	i	26%	0%	-10%	2%
COc1ccc(NC(=S)NC(=O)Cc2ccccc2)cc1	-13%	-2%	-26%	4%	2%	53%[activator]	82%[activator]	0%	2%
COc1cccc(N2CC(C(=O)Nc3c(C(N)=O)oc4ccccc34)CC2=O)c1 (stereo unspecified)	-9%	-6%	8%	-3%	6%	15%	u	7%	6%
COc1ccc(CNC(=O)CCc2c(C)nc3ncnn3c2C)cc1	-10%	-17%	-9%	13%	-6%	38%[activator]	0%	2%	1%
CCC(=O)N/C(=N/c1nc(C)cc(C)n1)Nc1ccc(C)cc1	-12%	1%	0%	-1%	1%	13%	0%	-3%	-8%
O=C1COC(c2ccccc2)C2CCCCN12 (stereo unspecified)	3%	10%	6%	3%	-10%	26%	-8%	0%	-2%
CCOCCCNC(=O)c1cnc2sc(N3CCCCC3)nn2c1=O	-7%	-12%	13%[57.1 µM]	2%	i	-4%	-28%	1%	1%
COc1ccc(C(=O)On2c(-c3ccc(Br)cc3)nc3ccccc3c2=O)cc1	-15%	-6%	27%	15%	-7%	26%	-4%	-5%	5%
O=C(NNC(=O)C1COc2ccccc2O1)c1ccccc1O (stereo unspecified)	-7%	4%	1%	0%	3%	38%	6%	-1%	-1%
O=C(CN1C(=O)NC2(CCCCCC2)C1=O)Nc1ccc(Cl)c([N+](=O)[O-])c1	-20%	21%	17%	10%	-2%	14%	22%	u	0%
CCCn1nnnc1NCc1ccccc1OCc1cccs1	-12%	0%	6%	x	2%	26%	-9%	-1%	0%
CCCCN(C(=O)c1cc(CC)c(C)s1)c1c(N)n(CC(C)C)c(=O)[nH]c1=O	-7%	-14%	10%	-6%	-4%	33%	i	20%	-6%

Some entries already given, reduced to rTrxR1 inhibitor, 12-LOX inh and HP1b binding inh:
| canonical_smiles | rTrxR1 inhibitor | 12-LOX inh | HP1b binding inh |
| --- | --- | --- | --- |
| O=C(OCC(=O)N1CCOCC1)c1cccc(F)c1 | 4% | 5% | 26% |
| CCCCN(C(=O)c1cc(CC)c(C)s1)c1c(N)n(CC(C)C)c(=O)[nH]c1=O | 10% | i | 33% |
| CCOCCCNC(=O)c1cnc2sc(N3CCCCC3)nn2c1=O | 13%[57.1 µM] | -28% | -4% |
| CCCn1nnnc1NCc1ccccc1OCc1cccs1 | 6% | -9% | 26% |

The main list resumes, starting two compounds before the break.
SMILES	JMJD2A Tudor inh	RGS4 inhibitor	rTrxR1 inhibitor	ERG-DNA inh	Tb PGK inh	HP1b binding inh	12-LOX inh	Pin1 inh	GLS inhibitor
CCCn1nnnc1NCc1ccccc1OCc1cccs1	-12%	0%	6%	x	2%	26%	-9%	-1%	0%
CCCCN(C(=O)c1cc(CC)c(C)s1)c1c(N)n(CC(C)C)c(=O)[nH]c1=O	-7%	-14%	10%	-6%	-4%	33%	i	20%	-6%
CCN(CC)c1ccc(NC(=O)c2cnn(CC)c2)cc1	u	-16%	-4%	0%	-6%	u	-28%	23%	53%[activator]
CCOC(=O)c1c(NC(=O)CSc2cn(CCNC(=O)c3ccc(OC)cc3)c3ccccc23)sc2c1CCC2	-34%	-26%	22%	0%	2%	-12%	0%	36%[activator]	6%
COc1cc(OC)c(NS(=O)(=O)c2cc3c(cc2C)N(C(C)=O)CCO3)cc1Cl	-14%	1%	25%	6%	i	3%	-20%	1%	6%
CCc1cc2c(CN(C)Cc3ccccc3F)cc(=O)oc2cc1O	-25%	-3%	8%	7%	i	-6%	54%[activator]	-4%	13%
CCOC(=O)c1c(NC(=O)CN2C(=O)NC3(CCC(C)CC3)C2=O)sc(C)c1-c1ccc(C)cc1 (stereo unspecified)	-9%	-21%	-5%	u	-2%	25%	8%	6%	-1%
CC1=CCC2C(=O)N(c3ccc(C)cc3)C(=O)C2C1 (stereo unspecified)	-2%	-8%	6%	x	x	22%	3%	-1%	1%
COc1cc(/C=N/NC(=S)NC2CC3CCC2C3)ccc1O (stereo unspecified)	u	-21%	9%	0%	-7%	14%	u	-10%	-2%
Nc1nnc(CC(=O)Nc2ccccc2)s1	13%	2%	17%[57.1 µM]	-8%	0%	27%	i	0%	-8%
CCc1ccc(CNc2ccc(O)cc2)cc1	56µM*	u	u	-9%	u	-86%	x	-13%	24%
Cc1nn(C)c(C)c1CN(C)C(=O)C1CCC(=O)N(C2CCCCCC2)C1 (stereo unspecified)	-2%	-7%	-13%	3%	5%	17%	-1%	4%	-17%
COc1cccc(CC(=O)Nc2ccc(N3CCOCC3)c(S(=O)(=O)Nc3ccccc3OC)c2)c1	-2%	-40%	5%	x	3%	20%	-12%	1%	7%
Cc1ccc(N=C2NC(=O)/C(=C/c3cn(C)c4ccccc34)S2)cc1C	u	-11%	-16%	26%	-8%	u	-14%	u	-4%

Single values from the results shown:
In RGS4 inhibitor, COc1ccc(CNC(=O)CCc2c(C)nc3ncnn3c2C)cc1 is entered as -17%
In GLS inhibitor, O=C(COc1ccc(Br)cc1CNCCc1ccccc1)NCc1ccccc1 is entered as 2%

An excerpt; the hit share may differ from the screen's.
